# From PubChem
# D2 antagonist: antagonizes the human D2 dopamine receptor; HEK293 TREx D2 cells, calcium flux, dopamine EC80; hit rate 2% among 340,000; P14416; inhibition, % at 10 µM; in the data active means inhibition above about 30%; further: 0% is about no effect
# Target sequence (P14416 whole entry, looked up): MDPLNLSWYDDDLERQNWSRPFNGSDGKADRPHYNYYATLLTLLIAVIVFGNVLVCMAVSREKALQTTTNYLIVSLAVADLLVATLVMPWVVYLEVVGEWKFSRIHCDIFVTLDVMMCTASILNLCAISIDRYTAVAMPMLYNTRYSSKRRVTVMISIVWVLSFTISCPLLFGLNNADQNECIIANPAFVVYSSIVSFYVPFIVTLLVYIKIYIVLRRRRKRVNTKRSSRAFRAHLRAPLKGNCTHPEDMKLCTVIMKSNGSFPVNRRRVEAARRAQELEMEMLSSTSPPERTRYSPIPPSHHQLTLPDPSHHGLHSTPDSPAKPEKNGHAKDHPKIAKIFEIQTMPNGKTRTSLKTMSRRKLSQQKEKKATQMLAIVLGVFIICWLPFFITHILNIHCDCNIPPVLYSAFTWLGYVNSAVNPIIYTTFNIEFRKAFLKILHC
#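 Antagonism is scored as inhibition of an EC80 dopamine-evoked calcium signal in a force-coupled, tetracycline-inducible HEK293 T-REx D2 line, with compound present 180 s before agonist.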
# D2 potentiator: D2 dopamine receptor (human) potentiation; HEK293 T-REx D2, calcium flux, EC20 dopamine potentiation; potentiation, % at 10 µM; hit rate 0.34% among 340,000;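 active means potentiation over 3 SD above the plate norm, cut at about 30% in these data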; further: 0% is about no effect
#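 Potentiation of an EC20 dopamine calcium response measured kinetically over 180 s, after a preceding 180 s compound-only read flagging agonists. Cells: inducible Hek293 Trex D2 line, 4000/well, cultured overnight at 30 C before dye loading.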
# RXFP1 antagonist: blocks the human relaxin receptor RXFP1 | Q9HBX9 | HEK293-RXFP1, relaxin-stimulated cAMP HTRF, 30 min; hits give low values | activity change, negative = inhibition, % at 57.5 µM | hit rate 0.59% among 350,000 | AID 1259400;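 active means activity change of -60% or lower, but not beyond a set lower limit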; further: on the % scale 0 is the no-effect control and ±100 the full control effect
# TRHR PAM: allosterically enhances the human TRH receptor. P34981. TRHR cells, fluo-8 calcium fluorescence, EC20 TRH enhancement. enhancement, % at 2 µM. hit rate 0.66% among 360,000. AID 493056; in the data active means enhancement above about 30%; further: 0% is about no effect
# Target sequence (P34981 whole entry, looked up): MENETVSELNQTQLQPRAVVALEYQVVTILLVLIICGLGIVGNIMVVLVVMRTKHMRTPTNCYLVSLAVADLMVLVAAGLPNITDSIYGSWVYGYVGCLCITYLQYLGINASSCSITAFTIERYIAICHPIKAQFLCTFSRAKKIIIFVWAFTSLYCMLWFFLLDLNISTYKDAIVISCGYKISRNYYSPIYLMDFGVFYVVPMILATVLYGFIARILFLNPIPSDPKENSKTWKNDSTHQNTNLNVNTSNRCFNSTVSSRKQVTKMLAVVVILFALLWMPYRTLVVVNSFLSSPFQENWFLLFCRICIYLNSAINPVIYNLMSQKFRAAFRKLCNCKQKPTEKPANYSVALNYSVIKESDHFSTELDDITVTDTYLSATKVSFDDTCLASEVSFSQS
#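 Enhancer read-out: after compound pinning and an initial kinetic agonist-mode read, an EC20 of TRH (10 nM final) was injected and fluo-8 calcium signal (Ex 480/Em 530) followed at 1 s/cycle for 100 cycles in TRHR-expressing cells.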
# D1 agonist: human D1 receptor agonism | HEK293 T-REx D1 cells, calcium flux, agonist mode | AID 504660 | P21728 | activation, % at 2 µM | hit rate 1% among 360,000; further: 0% is about no effect
#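 Inducible HEK293 T-REx D1 cells, force-coupled to calcium signalling, were plated at 4000 cells/well with tetracycline and held overnight at 30 C. After no-wash calcium dye loading, compound-evoked calcium rise over 180 s flagged agonists.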
# TRHR agonist: agonists of human TRH receptor; P34981; TRHR cells, calcium flux fluo-8, FDSS agonist mode; activation, % at 2 µM; hit rate 0.18% among 360,000; AID 493084; further: 0% is about no effect
#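 Read-out: compound-evoked intracellular calcium rise in TRHR cells, fluo-8 dye, kinetic FDSS fluorescence at 1 s/cycle following a 10-cycle baseline. Cells cultured overnight before dye loading (30 min–1.5 h, RT).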
# D1 antagonist: antagonists of human D1 dopamine receptor; AID 504652; hit rate 3.2% among 360,000; activity change, negative = inhibition, % at 10 µM; P21728; HEK293 TREx D1 cells, calcium flux, dopamine EC80; hits give low values; in the data active means activity change below about -30%; further: on the % scale 0 is the no-effect control and ±100 the full control effect
#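 Cells carrying a force-coupled, tetracycline-inducible human D1 receptor report calcium flux. Each well gets a 10 s baseline, compound with 180 s monitoring, then an EC80 dopamine stimulus with a second 180 s kinetic read.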
# D1 PAM: enhances dopamine response at the human D1 receptor; AID 504651; potentiation, % at 10 µM; HEK293 TREx D1 cells, calcium flux, dopamine EC20 potentiation; P21728; hit rate 0.036% among 360,000; in the data active means potentiation above about 30%; further: 0% is about no effect
# D2 ag: agonists of human D2 dopamine receptor; P14416; HEK293 T-REx D2 cells, calcium flux agonist mode; activation, % at 2 µM; hit rate 0.53% among 340,000;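 active means activation over 3 SD above normal in the single-dose calcium agonist read, cut at about 30% in these data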; further: 0% is about no effect
#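 Tetracycline-induced HEK293 T-REx cells with force-coupled D2 receptor, plated overnight at 30 C, loaded with no-wash calcium dye. After a 10 s baseline, compound was pin-added and calcium flux read kinetically for 180 s; calcium rises flagged agonists.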
# An asterisk follows results filed as active; x = not tested or not shown. Unless noted, no stated cut-off is given here; in the data, active means activation above about 30%; inactive means the rest.
SMILES,D2 antagonist,D2 potentiator,RXFP1 antagonist,TRHR PAM,D1 agonist,TRHR agonist,D1 antagonist,D1 PAM,D2 ag
Cc1ncsc1CCOC(=O)c1ccc(Cl)cc1,-4,-2,-16,12,3,-0.9,5,-3,-0.3
Cc1ccc(-c2csc3ncnc(SCC(=O)O)c23)cc1,-1,14,3,2,1,0.2,11,-2,-0.5
COc1ccc(Br)cc1C(=O)N/N=C/c1ccc2c(c1)n(C)c(=O)n2C,-2,-8,-7,-1,0,0.1,7,-2,-0.7
COc1ccccc1CNc1nc2nc3c(c(=O)n2[nH]1)CCC3,4,-8,-16,-5,4,0.0,5,3,-0.3
Cn1cc(S(=O)(=O)N2CCN(C(=O)c3ccco3)CC2)c(=O)n(C)c1=O,2,9,-1,-4,4,0.5,2,-5,0.7
CC(=O)c1ccc(NC(=O)CCOc2ccccc2)cc1,x,10,-6,2,-1,-0.8,-2,-2,-2.0
CCOc1ccc(OCC(=O)OCC(=O)NNC(=O)c2ccc([N+](=O)[O-])cc2)cc1,-10,2,-7,4,1,-0.1,-8,-4,0.2
Cn1c(N)c(C(=O)CSc2ncn[nH]2)c(=O)n(C)c1=O,-14,-2,10,2,3,1.4,13,0,1.2
COc1ccc(CC(=O)N/N=C/c2cccn2-c2ccc([N+](=O)[O-])cc2)cc1OC,1,21,-1,2,0,0.0,5,-4,0.5
CCCn1ccc2c(OCC(=O)Nc3ccc(NC(C)=O)cc3)cccc2c1=O,3,5,-14,4,2,-0.5,1,3,-1.6
O=C(COc1ccccc1)N(Cc1cccnc1)c1nc2ccc(Cl)cc2s1,x,-1,0,0,5,0.5,x,0,1.2
CCCn1cnc2c(oc3ccccc32)c1=O,-3,2,-6,-12,0,-0.2,-5,-4,0.4
Cc1cc(C)cc(NC(=S)N2CCN(c3ncccn3)CC2)c1,-1,1,-2,0,6,-0.7,-10,-1,0.2
CSc1ccccc1NC(=S)NCc1ccc(Cl)cc1,7,-3,6,-6,0,-0.8,8,2,-0.5
c1ccc2oc(-c3[nH]ncc3CN3CCSCC3)cc2c1,-7,11,5,-2,1,0.3,-1,-4,0.2
CC1(C)CC(=O)C2=C(C1)N(N1CCOCC1)C(N)=C(C#N)C2c1cccs1 (stereo not drawn),5,-1,-9,6,2,0.1,20,5,0.1
COc1ccc(OC)c(C(=O)c2coc3ccc(O)cc23)c1,24,21,-4,40*,5,-1.0,-2,-1,0.4
O=C(Nc1ccc2c(c1)OCCO2)C1CCN(c2nnnn2-c2ccccc2)CC1,1,7,1,4,-1,-0.5,-4,2,-0.3
O=C(Nc1ccc(OC(F)(F)F)cc1)Oc1ccccc1N1CCCCC1,3,-6,-2,-1,12,0.6,-29,5,0.6
Cc1ccccc1C(=O)NCc1ccncc1,8,0,-4,9,0,5.9,5,-1,0.6
Cc1cc(C)cc(C(=O)Nc2nnc(SCC(=O)N3CCCc4ccccc43)s2)c1,3,11,-4,7,2,-0.9,16,-3,-1.4
CC(=O)Nc1c(F)c(F)c(F)c(F)c1F,9,-7,x,2,0,0.2,18,-5,0.7
Cc1ccc(Cl)c(NC(=O)CN2CCN(C=O)CC2)c1,-6,5,x,1,0,0.5,-13,-1,0.0
COc1ccc(C(=O)Nc2cccc(C(=O)OCc3cc(=O)n4c5c(sc4n3)CCCC5)c2)cc1,x,2,9,-3,1,-0.3,-3,0,x
CCCCC(=O)Nc1ccc(NC(=O)c2ccc3c(c2)OCO3)cc1OC,1,x,11,-9,3,-1.2,-2,-1,3.1
COC(=O)c1ccc(NC(=O)CSc2nc(=O)cc(N)n2-c2ccccc2)cc1,24,-1,-5,-3,-1,-0.2,-3,-3,-0.4
CC(/C=C/c1ccc2c(c1)OCO2)=N\NC(=O)C(O)c1ccccc1 (stereo not drawn),5,-9,6,2,0,0.2,4,-5,0.5
O=C1CCCC(=O)N1c1ccc(N2CCN(c3ccc([N+](=O)[O-])cc3)CC2)c([N+](=O)[O-])c1,-2,-7,x,-7,1,1.0,-16,-1,2.6
CCc1ccc(-c2csc(-c3cc4cc(Br)ccc4oc3=O)n2)cc1,x,5,-12,1,7,0.8,-4,-4,1.4
O=C(O)c1ccc(N2C(=O)CC(SC(=NCc3ccc4c(c3)OCO4)Nc3ccccc3)C2=O)cc1 (stereo not drawn),2,7,-4,0,1,0.2,-15,2,-0.6
OCCOCCNc1ncnc2c1cnn2-c1ccccc1,-9,16,x,23,0,0.2,-45*,-9,-1.0
Cc1nn(C)c2ncc(C(=O)c3ccccc3O)cc12,48*,13,-11,5,3,0.1,-18,-2,0.3
CCC(C)C(=O)Nc1nnc(SCC(=O)N2C(C)CCCC2C)s1 (stereo not drawn),x,x,11,9,4,0.3,1,-6,x
CC(=O)Nc1ccc(S(=O)(=O)N2CCN(c3nc(C)cc(C)n3)CC2)cc1,5,9,-3,7,2,0.9,3,-2,-0.5
CCC(=O)Nc1ccc(N2CCCCC2)cc1,5,1,-7,17,5,-0.9,2,1,0.2
O=C(Nc1sc2c(c1C(=O)O)CCC2)c1ccc(F)cc1,-17,17,-16,-3,1,-0.6,13,-8,2.2
CCn1c(CNC(=O)c2cccs2)nnc1SCC(=O)NCCc1ccccc1,x,x,4,4,3,0.4,3,-1,x
C/C=C(\C)C(=O)NCCN1C2=NC[C@@H](C)N2C[C@@H]1Cc1ccc(OC)cc1,1,6,x,1,-4,-0.1,-3,0,0.0
Cc1cccc(N2CCN(C(=O)CCCOc3ccccc3)CC2)c1C,-1,-2,-13,0,1,-0.5,2,2,-0.5
O=C(Cn1c(=O)nc(-c2ccccc2)c2cc(Cl)ccc21)NCCc1ccccc1,x,1,0,-7,-1,0.0,-6,-1,-1.7
C=CCc1cccc2cc(C(=O)N3CCN(C(=O)c4ccccc4)CC3)c(=O)oc12,10,23,1,4,1,-0.3,-4,-2,-0.5
N#CCC(=O)N/N=C/c1cccc(Oc2ccccc2)c1,3,1,-6,-5,7,0.9,14,0,0.4
CCOC(=O)C1CCN(c2c(NCCCN(C)C3CCCCC3)c(=O)c2=O)CC1,-5,12,x,2,1,0.2,3,-1,-0.3
CCCN(CCO)Cc1cccc(Br)c1,-4,13,11,4,1,-0.1,10,-1,-0.5
Cc1ccc(C(c2c(C)nn(-c3ccccc3)c2N)c2c(C)nn(-c3ccccc3)c2N)cc1,-7,-3,6,-6,0,-0.1,-3,4,0.7
CN(C)c1ccc(S(=O)(=O)N2CCCCC2)cc1NC(=O)C1=COCCO1,-10,19,-3,-2,-1,-0.5,4,0,-0.6
Cc1ccc(OC(=O)N2CCOCC2)cc1,-4,-1,0,2,2,0.9,16,-9,0.6
COC(=O)c1ccc2c(=O)n(CCCCCC(=O)NCCNC(C)=O)c(=O)[nH]c2c1,-11,-8,-6,0,3,0.7,-14,-4,0.0
O=C(CSc1ccccc1[N+](=O)[O-])NC1CCS(=O)(=O)C1 (stereo not drawn),6,7,11,-1,2,-0.5,18,0,0.0
O=C(N/N=C/C=C/c1ccco1)c1cccs1,9,2,-80*,3,3,2.7,-15,-7,0.0
CC(Sc1nc2c([nH]c3ccccc32)c(=O)n1C)c1ccccc1 (stereo not drawn),1,15,x,3,5,0.3,15,3,1.0
Cc1ccc(C(=O)Nc2cccc(C(=O)OCc3cc(=O)n4nc(C5CC5)sc4n3)c2)cc1,x,-8,-4,-4,33*,-1.8,-6,0,0.2
Cn1c(C(=O)O)ccc1S(=O)(=O)N(Cc1ccccc1)Cc1ccccc1,4,-5,3,1,3,0.4,5,-1,0.9
COc1ccc(NC(=S)NC(=O)Cc2ccccc2)cc1,-17,3,3,-7,16,0.3,12,-10,0.2
CCCn1cc(CN2CCC(Cc3cccc(F)c3)(C(=O)OCC)CC2)c(C)n1,3,6,13,-6,6,0.2,-9,-4,1.7
CC1(C)OCC(COC(=O)Nc2cccnc2)([N+](=O)[O-])CO1,-17,14,4,2,2,0.0,6,0,0.7
CCN(CC)S(=O)(=O)c1cc(C(=O)Oc2cccc(-c3cnc4ccccc4n3)c2)ccc1Br,10,3,-3,-5,5,0.5,1,-2,0.1
COc1ccc([C@]23Cc4ccccc4C(O2)c2c(cc(C)n(Cc4ccccc4)c2=O)O3)cc1,x,x,x,-2,4,3.1,0,-2,x
Cc1ccc(S(=O)(=O)NC(C(=O)Oc2ccc3ccc(=O)oc3c2)c2ccccc2)cc1 (stereo not drawn),-4,-20,-3,23,-1,-0.6,-8,4,-0.3
COc1ccc(-c2cc(C(=O)NCc3ccco3)no2)cc1OC,30,-5,2,-3,-2,-0.1,-11,1,-0.3
# (continued)
SMILES,D2 antagonist,D2 potentiator,RXFP1 antagonist,TRHR PAM,D1 agonist,TRHR agonist,D1 antagonist,D1 PAM,D2 ag
CC(=O)c1cccc(NC(=O)c2ccc3c(=O)n4c(nc3c2)CCCCC4)c1,2,5,-14,-2,3,-0.4,-9,6,0.2
CC1CCN(S(=O)(=O)c2cn(CC(=O)N3CCN(C)CC3)c(=O)c3ccccc23)CC1,20,-7,3,-3,4,0.4,1,-3,0.4
CCC(C(=O)NC1CCCC1)N(C(=O)Cn1nnc(-c2ccc(C)o2)n1)C(C)(C)C (stereo not drawn),-9,28,7,2,1,-0.8,15,2,0.4
CCN(CCCNC(=O)c1cc2c(=O)[nH]c3ccc(C)cc3c2s1)c1ccc(C)cc1,x,0,-19,0,0,0.3,-8,-3,0.6
Cc1cccc(NC(=O)c2cc3c(C)nn(-c4ccccc4)c3s2)c1,x,7,-18,2,2,0.3,1,0,-0.1
CSc1cccc(NC(=O)c2cc(S(=O)(=O)N3CCc4ccccc43)cn2C)c1,3,-8,-5,-5,9,-0.1,-56*,0,-0.1
CCOC(=O)c1[nH]c(C)c(C(=O)N2CCN(C(=O)c3ccco3)CC2)c1C,-11,24,2,7,0,0.8,14,-7,0.3
O=C(O)CC(NC(=O)C(c1ccccc1)c1ccccc1)c1cccc([N+](=O)[O-])c1 (stereo not drawn),3,12,22,-5,2,-0.3,4,3,0.1
CN(C)c1nn(C(=O)Nc2cccc(C(F)(F)F)c2)cc1-c1ccccc1,0,-3,4,20,2,0.3,2,-2,0.6

# Six entries drawn at random from the list so far:
SMILES,D2 antagonist,D2 potentiator,RXFP1 antagonist,TRHR PAM,D1 agonist,TRHR agonist,D1 antagonist,D1 PAM,D2 ag
Cc1cccc(NC(=O)c2cc3c(C)nn(-c4ccccc4)c3s2)c1,x,7,-18,2,2,0.3,1,0,-0.1
CCc1ccc(-c2csc(-c3cc4cc(Br)ccc4oc3=O)n2)cc1,x,5,-12,1,7,0.8,-4,-4,1.4
Cc1cc(C)cc(C(=O)Nc2nnc(SCC(=O)N3CCCc4ccccc43)s2)c1,3,11,-4,7,2,-0.9,16,-3,-1.4
COc1ccc(Br)cc1C(=O)N/N=C/c1ccc2c(c1)n(C)c(=O)n2C,-2,-8,-7,-1,0,0.1,7,-2,-0.7
CN(C)c1nn(C(=O)Nc2cccc(C(F)(F)F)c2)cc1-c1ccccc1,0,-3,4,20,2,0.3,2,-2,0.6
Cn1c(C(=O)O)ccc1S(=O)(=O)N(Cc1ccccc1)Cc1ccccc1,4,-5,3,1,3,0.4,5,-1,0.9

# The order is random, and some 7.1% of all compounds hit somewhere here.
